Screening data (PubChem BioAssay)
M17LAP inhibition – P. falciparum M17LAP inhibitors, primary screen, biochemical, fluorogenic H-Leu-NHMec substrate, 1536-well (AID 1619); recombinant M17LAP, H-Leu-NHMec fluorogenic kinetic assay; higher % means a stronger effect; inhibition, % at 30 µM; hits with a dose series show IC50 in µM; 220,000 compounds, 0.38% hits;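 active means compound inhibiting the enzyme by more than half at any dose during confirmatory dose-response retesting; inconclusive means strong single-dose inhibitors picked by rank but not retested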;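 further: plate controls were full reaction with DMSO carrier for no effect and no enzyme background for full effect; strong numbers were not always called active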
CSM14.1 death rescue – rescue of cells from ER stress-induced death, primary screen, 384-well, CSM14.1, thapsigargin, ATP luminescence (AID 1222) | 190,000 tested, under 10 active | cellular ATP content (survival), % at 20 µM; hits with a dose series show EC50 in µM | CSM14.1 thapsigargin-induced death rescue, ATP luminescence; higher % means a stronger effect;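 active means EC50 below 50 µM in the dose-response confirmation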;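 further: death triggered by thapsigargin at about 15 µM added after 2 h compound pretreatment; cell ATP read after overnight thapsigargin exposure of roughly 18 to 22 hours; normalized against plate controls of thapsigargin alone and 5% DMSO vehicle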
Autophagy HCS – modulators of autophagy; MEF GFP-LC3 puncta imaging; test concentration mostly 10 µM; calls only at 10 µM (by protocol); 190,000 compounds, 0.98% hits; AID 463193;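 active means percentage of spot-positive cells more than 3 SD above its plate mean, without a fluorescence outlier flag or 80% toxicity; inconclusive means no clear call, values can overlap the other calls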;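 further: spot-positive cell cutoff set from DMSO-treated cells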
Dynein cargo inh – blocks dynein driven cargo transport along microtubules; 3617.4 mouse cells, GR-EGFP nuclear translocation imaging; test concentration mostly 20 µM; stimulated with dexamethasone, 1 µM; active compounds read low; z-score, hits read low; 220,000 compounds, 0.47% hits; AID 1381;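 active means plate z-score of nuclear minus cytoplasmic receptor signal below a set negative limit, without overly bright fluorescence or cell loss, cut at about -3.5 in these data, passing the limit was not always enough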;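 further: z-score of nuclear minus cytoplasmic ring GR-EGFP intensity difference per well; some compounds called inactive have numbers as strong as hits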
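medium = tetracycline-free induction medium containing charcoal-stripped FBS | also added = 1.0 µM final dexamethasone stimulus | schedule = 48 h induction, 1 h compound, 30 min dex at 37 °C | technique = fixed, Hoechst-stained cells imaged at 10x for EGFP | measure = GR-EGFP nuclear translocation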
bCat nuc transl – modulators of beta-catenin nuclear translocation; HeLa beta-catenin nuclear translocation, immunofluorescence imaging; nuclear translocation activity, % at 5 µM; 190,000 compounds, 0.3% hits; AID 1665;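 active means nuclear translocation activity above 50% at 5 µM, with a well cell count of 50 or more; inconclusive means wells under 50 cells across six images, flagged as toxic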;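 further: per-cell ratio of nuclear to cytoplasmic median beta-catenin stain intensity; plate controls were DMSO negative control for no effect and GSK-3 inhibitor IX positive control for full effect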
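Test system: human HeLa cell line; Doses: 5 µM primary, 0.02–20 µM confirmation; Incubation: 24 h compound exposure, 37°C; Detection: beta-catenin immunofluorescence imaging with DAPI; Read-out: beta-catenin nuclear/cytoplasmic ratio, % activation.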
P. falciparum M1AAP – P. falciparum M1AAP inhibitors, biochemical, fluorogenic H-Leu-NHMec substrate, 1536-well (AID 1445); recombinant M1AAP, H-Leu-NHMec fluorogenic kinetic assay; higher % means a stronger effect; inhibition, % at 30 µM, or IC50 in µM where a hit was titrated; 220,000 compounds, 0.42% hits;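 active means primary inhibition above the hit cutoff, then over 50% inhibition at one or more dose response concentrations, cut at about 23% in these data, passing the limit was not always enough; inconclusive means conflicting primary data, or primary hits not chosen for dose response; inactive means low primary inhibition, or under 50% at every dose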;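 further: plate controls were DMSO full reaction for no effect and no enzyme background for full effect; strong numbers were not always called active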
K1F lysis inhibition – inhibition of K1F phage lysis, E. coli UTI89, bacterial capsule biogenesis inhibitors, alamar blue (AID 488966); 340,000 compounds, 0.02% hits; E. coli UTI89 K1F phage lysis, alamar blue, 2 h; higher % means a stronger effect; inhibition, % at 100 µM; hits with a dose series show IC50 in µM;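 active means phage lysis inhibition, versus mean bacterial control, above a set limit; inconclusive means no clear call, values can overlap the other calls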;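 further: capsule biogenesis inhibitors block K1F phage lysis so surviving cells raise fluorescence; higher fluorescence means more inhibition of phage lysis; actives were called in the ten point dose series up to 300 µM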
Insulin prom up – MIN6 insulin promoter up-regulation | 190,000 compounds, 0.3% hits | z-score at 5 µM | MIN6 insulin promoter-GFP reporter, high-content imaging; active compounds read high;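 active means z-score above 3 at 5 µM with at least 500 cells counted in the well; inconclusive means wells under 500 cells, flagged as cytotoxic or low count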
MT stabilize HCS – microtubule stabilizers in HeLa cells | 200,000 compounds, 0.83% hits | % tubulin-high responders, % at 10 µM | HeLa tubulin immunostaining HCS, 24 h; share of cells brighter than vehicle mean+2SD;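 active means plate Z-score above 3 for both tubulin-high and condensed-nucleus cell shares, with cell loss under 80%, at 10 µM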;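 further: anti alpha tubulin signal scored within the nucleus-defined area of each cell; some results filed as inactive read as strong as hits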
Dynein cargo inh cytoplasmic EGFP – recorded beside Dynein cargo inh, whose call it bears; z-score; measured here: cytoplasmic GR-EGFP intensity; active compounds read high
Dynein cargo inh nuclear GR-EGFP – further read-out of Dynein cargo inh, marked with its call; z-score; measured here: nuclear GR-EGFP intensity;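 lower value marks the stronger effect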
Dynein cargo inh cell count – second read-out of Dynein cargo inh, no call of its own (marks repeat the call); z-score; measured here: cell count per field
Insulin prom up cell count – further read-out of Insulin prom up, marked with its call; cell count; measured here: cytotoxicity, nuclei count;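 total cells summed across four imaged fields per well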
bCat nuc transl cell count 5 µM – recorded beside bCat nuc transl, whose call it bears; cell count; measured here: cell count, cytotoxicity flag
MT stabilize HCS Hoechst-high % – further read-out of MT stabilize HCS, marked with its call; % Hoechst-high responders; measured here: nuclear condensation Hoechst responders;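 share of cells brighter than vehicle mean plus two SD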
MT stabilize HCS cytotoxicity % – recorded beside MT stabilize HCS, whose call it bears; toxicity, %; measured here: cytotoxicity by cell density;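 0% = mean cell density of plate MIN control wells and 100% = no cells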
Autophagy HCS cell loss 18 h – second read-out of Autophagy HCS, no call of its own (marks repeat the call); toxicity, %; measured here: cell loss, nuclei count;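 cell loss after 18 h compound exposure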
* hit, by the source's call.

How did C/C=C(\C)CN1CCN(c2ccc(C)cc2)CC1 do in these assays?
M17LAP inhibition: 8.5%; CSM14.1 death rescue: 0.2%; Autophagy HCS: inactive; Dynein cargo inh: -0.581; P. falciparum M1AAP: 2.5%; K1F lysis inhibition: -0.5%; MT stabilize HCS: 3.2; Dynein cargo inh cytoplasmic EGFP: -0.204; Dynein cargo inh nuclear GR-EGFP: -0.357; Dynein cargo inh cell count: 0.617; MT stabilize HCS Hoechst-high %: 2.3; MT stabilize HCS cytotoxicity %: 3.9; Autophagy HCS cell loss 18 h: 0.7

How did CC(=O)c1ccc(NC(=O)CSc2nccn2CCc2ccccc2)cc1 do in these assays?
M17LAP inhibition: 8.1%; CSM14.1 death rescue: 1.2%; Autophagy HCS: inactive; Dynein cargo inh: -0.655; bCat nuc transl: 2.0; P. falciparum M1AAP: -4.7%; K1F lysis inhibition: -1.4%; Insulin prom up: 0.48; MT stabilize HCS: 1.0; Dynein cargo inh cytoplasmic EGFP: -0.129; Dynein cargo inh nuclear GR-EGFP: -0.223; Dynein cargo inh cell count: 0.541; Insulin prom up cell count: 913; bCat nuc transl cell count 5 µM: 1146; MT stabilize HCS Hoechst-high %: 1.2; MT stabilize HCS cytotoxicity %: 5.0; Autophagy HCS cell loss 18 h: -3.3

What do the screens show for `O=S(=O)(c1ccc2c(c1)OCCCO2)N1CCNCC1`?
M17LAP inhibition: -2.8%; CSM14.1 death rescue: -0.3%; Autophagy HCS: inactive; Dynein cargo inh: 1.58; bCat nuc transl: -4.9; P. falciparum M1AAP: 1.6%; K1F lysis inhibition: 1.0%; Insulin prom up: -0.09; MT stabilize HCS: 3.2; Dynein cargo inh cytoplasmic EGFP: -0.159; Dynein cargo inh nuclear GR-EGFP: 0.712; Dynein cargo inh cell count: -0.686; Insulin prom up cell count: 1899; bCat nuc transl cell count 5 µM: 1061; MT stabilize HCS Hoechst-high %: 3.2; MT stabilize HCS cytotoxicity %: 19.7; Autophagy HCS cell loss 18 h: 27.6

What do the screens show for `O=C(c1cc2cc(Br)ccc2o1)N1CCCCC1`?
M17LAP inhibition: -4.1%; CSM14.1 death rescue: -1.9%; Autophagy HCS: inactive; Dynein cargo inh: 0.576; bCat nuc transl: -0.4; P. falciparum M1AAP: 2.1%; K1F lysis inhibition: 0.4%; Insulin prom up: -1.06; MT stabilize HCS: 2.3; Dynein cargo inh cytoplasmic EGFP: -0.31; Dynein cargo inh nuclear GR-EGFP: 0.16; Dynein cargo inh cell count: -0.297; Insulin prom up cell count: 1419; bCat nuc transl cell count 5 µM: 1483; MT stabilize HCS Hoechst-high %: 1.6; MT stabilize HCS cytotoxicity %: 0.7; Autophagy HCS cell loss 18 h: 11.6

How did C=CCN1C(=O)C(C)NC1=S (stereo unspecified) do in these assays?
M17LAP inhibition: 0.3%; Dynein cargo inh: 1.7; bCat nuc transl: -1.6; P. falciparum M1AAP: 6.6%; K1F lysis inhibition: -1.2%; Insulin prom up: 0.42; Dynein cargo inh cytoplasmic EGFP: -0.208; Dynein cargo inh nuclear GR-EGFP: 1.64; Dynein cargo inh cell count: -1.5; Insulin prom up cell count: 943; bCat nuc transl cell count 5 µM: 1326

How did O=C1C=CC(O)(c2cc(=O)c3c(O)cc(O)cc3o2)C=C1 do in these assays?
M17LAP inhibition: 11.3%; CSM14.1 death rescue: -6.2%; Autophagy HCS: inactive; Dynein cargo inh: -6.75*; bCat nuc transl: 29.0; P. falciparum M1AAP: 5.1%; K1F lysis inhibition: -0.6%; Insulin prom up: inconclusive; MT stabilize HCS: 59.1; Dynein cargo inh cytoplasmic EGFP: 1.6*; Dynein cargo inh nuclear GR-EGFP: -2.24*; Dynein cargo inh cell count: 0.53*; bCat nuc transl cell count 5 µM: 311; MT stabilize HCS Hoechst-high %: 4.2; MT stabilize HCS cytotoxicity %: 24.4; Autophagy HCS cell loss 18 h: 70.0

How did Cc1ccc(C(=O)Nc2nc(COc3ccccc3)cs2)s1 do in these assays?
M17LAP inhibition: -0.6%; CSM14.1 death rescue: -3.2%; Autophagy HCS: inactive; Dynein cargo inh: 1.82; bCat nuc transl: 1.2; P. falciparum M1AAP: 2.6%; K1F lysis inhibition: 0.1%; Insulin prom up: -0.15; MT stabilize HCS: 1.3; Dynein cargo inh cytoplasmic EGFP: -0.202; Dynein cargo inh nuclear GR-EGFP: 0.413; Dynein cargo inh cell count: -0.773; Insulin prom up cell count: 1775; bCat nuc transl cell count 5 µM: 974; MT stabilize HCS Hoechst-high %: 1.0; MT stabilize HCS cytotoxicity %: 3.2; Autophagy HCS cell loss 18 h: -5.4

How did CCCCCCOC(=O)C(C#N)c1nc2ccccc2nc1N1CCN(CC)CC1 (stereo unspecified) do in these assays?
M17LAP inhibition: -4.8%; CSM14.1 death rescue: -1.3%; Autophagy HCS: active; Dynein cargo inh: -0.84; bCat nuc transl: -1.3; P. falciparum M1AAP: -6.2%; K1F lysis inhibition: -0.4%; Insulin prom up: -0.41; MT stabilize HCS: 2.2; Dynein cargo inh cytoplasmic EGFP: 0.115; Dynein cargo inh nuclear GR-EGFP: -0.285; Dynein cargo inh cell count: 0.0384; Insulin prom up cell count: 1125; bCat nuc transl cell count 5 µM: 1466; MT stabilize HCS Hoechst-high %: 2.3; MT stabilize HCS cytotoxicity %: 8.4; Autophagy HCS cell loss 18 h: -8.5*

Results for FC(F)(F)c1ccc(CN2C[C@@H]3C(c4ccc(Cl)nc4)C4(c5cccnc5)CC3(C4)[C@H]2c2ccccc2)cc1 (stereo partly specified) ?
M17LAP inhibition: -2.7%; Dynein cargo inh: 0.491; bCat nuc transl: 1.0; P. falciparum M1AAP: 0.7%; Insulin prom up: -0.53; Dynein cargo inh cytoplasmic EGFP: -0.765; Dynein cargo inh nuclear GR-EGFP: 0.173; Dynein cargo inh cell count: 0.308; Insulin prom up cell count: 633; bCat nuc transl cell count 5 µM: 1399

Results for O=S(=O)(c1ccc(SCCO)nc1)N1CCCC1 ?
M17LAP inhibition: 7.4%; CSM14.1 death rescue: 0.8%; Autophagy HCS: inactive; Dynein cargo inh: -0.411; bCat nuc transl: 2.3; P. falciparum M1AAP: 4.7%; K1F lysis inhibition: 1.9%; Insulin prom up: -0.36; MT stabilize HCS: 5.5; Dynein cargo inh cytoplasmic EGFP: -0.209; Dynein cargo inh nuclear GR-EGFP: -0.155; Dynein cargo inh cell count: -0.35; Insulin prom up cell count: 752; bCat nuc transl cell count 5 µM: 1154; MT stabilize HCS Hoechst-high %: 2.6; MT stabilize HCS cytotoxicity %: 1.7; Autophagy HCS cell loss 18 h: 3.4

Results for C=CCN1C(=O)C(Cc2ccc(Br)cc2)S/C1=N\N=C\c1ccco1 (stereo unspecified) ?
M17LAP inhibition: -12.2%; CSM14.1 death rescue: -0.8%; Autophagy HCS: inactive; Dynein cargo inh: 0.863; bCat nuc transl: 1.2; P. falciparum M1AAP: 0.4%; K1F lysis inhibition: 0.5%; Insulin prom up: 0.37; MT stabilize HCS: 3.1; Dynein cargo inh cytoplasmic EGFP: -0.158; Dynein cargo inh nuclear GR-EGFP: 1.05; Dynein cargo inh cell count: -0.449; Insulin prom up cell count: 1562; bCat nuc transl cell count 5 µM: 1416; MT stabilize HCS Hoechst-high %: 1.9; MT stabilize HCS cytotoxicity %: 8.2; Autophagy HCS cell loss 18 h: 16.0

What do the screens show for `Oc1c(Br)cc(C2N=C(c3ccccc3)NO2)cc1Br` (stereo unspecified)?
M17LAP inhibition: 22.6%; CSM14.1 death rescue: 3.8%; Autophagy HCS: inactive; Dynein cargo inh: -0.134; bCat nuc transl: -1.4; P. falciparum M1AAP: 11.3%; K1F lysis inhibition: -5.1%; Insulin prom up: 0.33; MT stabilize HCS: 2.2; Dynein cargo inh cytoplasmic EGFP: -0.17; Dynein cargo inh nuclear GR-EGFP: -0.217; Dynein cargo inh cell count: 0.367; Insulin prom up cell count: 1678; bCat nuc transl cell count 5 µM: 1274; MT stabilize HCS Hoechst-high %: 1.8; MT stabilize HCS cytotoxicity %: 5.9; Autophagy HCS cell loss 18 h: -5.0

What do the screens show for `O=c1c(Cl)c(N2CCN(S(=O)(=O)c3ccc(F)cc3)CC2)cnn1-c1cccc(Cl)c1`?
M17LAP inhibition: 0.7%; CSM14.1 death rescue: -0.4%; Autophagy HCS: inactive; Dynein cargo inh: 1.45; P. falciparum M1AAP: -0.2%; K1F lysis inhibition: 0.7%; MT stabilize HCS: 1.3; Dynein cargo inh cytoplasmic EGFP: -0.221; Dynein cargo inh nuclear GR-EGFP: -0.0208; Dynein cargo inh cell count: -0.381; MT stabilize HCS Hoechst-high %: 1.0; MT stabilize HCS cytotoxicity %: 0.1; Autophagy HCS cell loss 18 h: 3.7

How did CCOC(=O)C1=C(C)NC(=S)NC1c1ccc(-c2cccc(Cl)c2C)o1 (stereo unspecified) do in these assays?
M17LAP inhibition: 3.1%; CSM14.1 death rescue: -1.0%; Autophagy HCS: inactive; Dynein cargo inh: -1.14; bCat nuc transl: -2.3; P. falciparum M1AAP: -3.6%; K1F lysis inhibition: 1.3%; Insulin prom up: -0.29; MT stabilize HCS: 25.6; Dynein cargo inh cytoplasmic EGFP: -0.142; Dynein cargo inh nuclear GR-EGFP: -0.739; Dynein cargo inh cell count: 0.98; Insulin prom up cell count: 1632; bCat nuc transl cell count 5 µM: 1369; MT stabilize HCS Hoechst-high %: 6.5; MT stabilize HCS cytotoxicity %: 34.8; Autophagy HCS cell loss 18 h: 7.6
